MrgX1 agonist: agonists of human MrgX1 receptor, primary screen, HEK293 cells, Fluo-4 calcium flux. Mas-related G-protein coupled receptor member X1 (Homo sapiens), Q96LB2. Fluo-4 calcium fluorescence, agonist mode; active compounds read high. B-score at 10 µM. 310,000 compounds, 0.44% hits. AID 588627, 2011;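 active means calcium response B-score plate-corrected fluorescence ratio at least 3 library SD, with starting fluorescence B-score inside 5 SD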
Target sequence (Q96LB2 whole entry, looked up): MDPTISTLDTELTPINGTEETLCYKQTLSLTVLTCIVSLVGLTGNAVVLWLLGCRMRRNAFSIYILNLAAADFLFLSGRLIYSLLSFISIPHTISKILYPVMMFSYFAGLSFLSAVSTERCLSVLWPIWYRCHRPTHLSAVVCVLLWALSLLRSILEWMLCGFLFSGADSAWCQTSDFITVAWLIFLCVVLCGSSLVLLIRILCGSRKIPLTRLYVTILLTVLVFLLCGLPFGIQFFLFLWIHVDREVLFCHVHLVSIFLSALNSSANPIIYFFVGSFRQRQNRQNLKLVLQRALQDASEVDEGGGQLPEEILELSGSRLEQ
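Test system: Stable human MrgX1 HEK293 cell line | Schedule: Overnight plating before 1 h dye loading | Read-out basis: Baseline-normalised fluorescence change ratio, B-scored | Detection: Kinetic calcium dye fluorescence, Fluo-4 NW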
TRPC6 activator: mouse TRPC6 channel activators, primary screen, cell-based, HEK293, membrane potential dye; HEK293-TRPC6 membrane potential dye fluorescence; active compounds read high; B-score at 10 µM; 310,000 compounds, 0.13% hits; AID 2550, 2010;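 active means B-score of the integrated fluorescence ratio above library mean plus 3 SD, and starting fluorescence ratio within library mean plus 5 SD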;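 further: higher score means more depolarization so channel activation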
TRPC6 inhibitor: mouse TRPC6 channel inhibitors, primary screen, cell-based, HEK293, membrane potential dye. Short transient receptor potential channel 6 (Mus musculus), Q61143. ACh-evoked depolarization; active compounds read low. B-score at 10 µM. 310,000 compounds, 1.1% hits. AID 2553, 2010;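 active means B-score under library mean minus 3 SD, initial fluorescence not abnormally high, positive integrated signal ratio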;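 further: B-score derived from integrated fluorescence ratio over the kinetic read; more negative B-score means stronger inhibition of depolarization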
MrgX1 antag: antagonists of human MrgX1 receptor, primary screen, HEK293 cells, Fluo-4 calcium flux; Mas-related G-protein coupled receptor member X1 (Homo sapiens), Q96LB2; BAM8-22 antagonism; active compounds read low; B-score at 10 µM; 310,000 compounds, 1.3% hits; AID 588676, 2011;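 active means calcium-response B-score plate-corrected more than 3 library SD below zero, starting fluorescence within 5 deviations, no agonist response on first addition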;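 further: peak minus trough fluorescence over baseline after final BAM8-22 challenge near maximal dose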
HDAC3 inh: HDAC3 deacetylase inhibitors, primary screen, biochemical, fluorescence, cell-free homogeneous. Histone deacetylase 3 (Homo sapiens), O15379. recombinant HDAC3, fluorogenic peptide/trypsin coupled. inhibition, % at 8.3 µM. 320,000 compounds, 0.15% hits; in the data active means inhibition above about 26%, passing the limit was not always enough; inconclusive means no clear call, values can overlap the other calls
Target sequence (O15379 whole entry, looked up): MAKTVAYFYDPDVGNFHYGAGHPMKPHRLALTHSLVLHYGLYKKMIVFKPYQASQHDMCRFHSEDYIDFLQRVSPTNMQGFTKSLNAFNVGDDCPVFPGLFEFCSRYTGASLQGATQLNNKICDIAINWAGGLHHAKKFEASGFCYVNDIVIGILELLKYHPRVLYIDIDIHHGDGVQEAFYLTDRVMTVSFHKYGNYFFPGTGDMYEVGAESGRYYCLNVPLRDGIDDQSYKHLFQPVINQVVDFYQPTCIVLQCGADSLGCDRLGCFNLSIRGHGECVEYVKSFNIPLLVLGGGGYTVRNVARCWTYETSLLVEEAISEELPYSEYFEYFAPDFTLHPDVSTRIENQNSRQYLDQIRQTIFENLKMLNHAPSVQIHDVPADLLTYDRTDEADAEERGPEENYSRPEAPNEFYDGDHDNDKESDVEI
SKKanGAS inh: S. pyogenes SKKanGAS growth inhibitors in kanamycin, primary screen, streptokinase expression inhibitor project, SKKanGAS strain, BacTiter-Glo luminescence. 6 h. inhibition, % at 7.5 µM. 300,000 compounds, 1.3% hits. AID 1662, 2009;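 active means mean replicate score, as percent of positive control median, at least 50; inconclusive means mean below 50 but one replicate at or above 50; inactive means mean and every replicate below 50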;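 further: strain carries kanamycin resistance gene driven by streptokinase promoter and grows in 40 µg/ml kanamycin; loss of luminescence reflects streptokinase promoter inhibition or plain growth inhibition; 0% = median of DMSO wells and 100% = positive control at its reference dose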
TMEM16A inh: TMEM16A chloride channel inhibitors, primary screen, cell-based, HTS; Anoctamin-1 (Mus musculus), Q8BHY3; HEK293 TMEM16A/YFP iodide influx fluorescence, ionomycin; normalized B-score (activity score, 25-100; higher = stronger inhibition) at 10 µM; 310,000 compounds, 1.2% hits; AID 588511, 2011;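 active means ratio plate-corrected score three or more library SD toward inhibition, starting fluorescence score within five deviations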;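 further: score derived from kinetic fluorescence span divided by baseline fluorescence per well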
RGS4 pot: RGS4 potentiators or activators, primary screen, cell-based, HEK293 M3R inducible RGS4, calcium flux | carbachol calcium flux Fluo4; active compounds read low | B-score at 10 µM | 310,000 compounds, 0.92% hits | AID 463111, 2010;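 active means B-score of the integrated calcium signal more than 4 SD below the library mean, with starting fluorescence not abnormally high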;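 further: negative B-score means reduced calcium response which marks RGS4 activation or potentiation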
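Assay system: HEK293 FlpIn-TREx cells, stable M3R, doxycycline-inducible RGS4 / Probe or stimulus: carbachol, ECmax concentration / Times: overnight RGS4 induction, 30 min dye load 37 °C, 20 min compound RT / Signal: kinetic calcium fluorescence imaging with Fluo4-AM dye, 2 µM / Measure: Agonist-evoked peak-minus-minimum fluorescence over baseline, integrated ratio, B score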
MrgX1 allo act: positive allosteric modulators of MrgX1, primary screen, HEK293 cells, Fluo-4 calcium flux. Mas-related G-protein coupled receptor member X1 (Homo sapiens), Q96LB2. FDSS; active compounds read high. B-score at 10 µM. 310,000 compounds, 0.63% hits. AID 588675, 2011;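 active means plate-corrected calcium response at least 3 library SD above typical, normal starting fluorescence, not activating the receptor alone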;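 further: compound read alongside a low EC10 to EC30 dose of BAM8-22 agonist; peak minus trough fluorescence over baseline measured at the second addition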
ANO1 activ: TMEM16A chloride channel activators or potentiators, primary screen, cell-based, HTS. HEK293 TMEM16A/YFP-H148Q/I152L, iodide quench fluorescence; active compounds read low. B-score at 10 µM. 340,000 compounds, 0.3% hits;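 active means fluorescence-ratio B-score plate-corrected deviation score at least 3 library SD below zero, with starting fluorescence score within 5 deviations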;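 further: channel opened by trigger with iodide after compound preincubation; score built on the fluorescence ratio of max minus min over baseline; more negative score means more quench and so TMEM16A activation or potentiation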
RGS4 block: RGS4 inhibitors, primary screen, cell-based, HEK293 M3R inducible RGS4, calcium flux. Regulator of G-protein signaling 4 (Homo sapiens), P49798. Fluo-4 calcium flux; active compounds read high; triggered by carbachol at its EC20. B-score at 10 µM. 310,000 compounds, 0.45% hits. AID 463165, 2010;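 active means B-score, a plate-corrected calcium signal, over three deviations above library mean, with baseline fluorescence within five deviations of library mean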;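 further: RGS4 expression induced by doxycycline in cells with stable M3 receptor; B-score is computed from the integrated fluorescence ratio over baseline after carbachol; higher B-score means a larger calcium signal and so more RGS4 inhibition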
Target sequence (P49798 whole entry, looked up): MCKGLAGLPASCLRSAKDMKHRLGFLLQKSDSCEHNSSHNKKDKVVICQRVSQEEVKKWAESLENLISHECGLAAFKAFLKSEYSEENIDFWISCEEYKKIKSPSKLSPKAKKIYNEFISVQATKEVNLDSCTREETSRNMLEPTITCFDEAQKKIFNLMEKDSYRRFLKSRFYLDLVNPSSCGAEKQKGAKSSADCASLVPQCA
* marks the source's active call; other numbers are inactive results; i = inactive; ? = inconclusive; . = not tested or not shown. The order is random (roughly 6.7% active in at least one column).

SMILES	MrgX1 agonist	TRPC6 activator	TRPC6 inhibitor	MrgX1 antag	HDAC3 inh	SKKanGAS inh	TMEM16A inh	RGS4 pot	MrgX1 allo act	ANO1 activ	RGS4 block
Cc1cc(N(CN2CCCC2=O)C(=O)c2ccc(F)cc2)no1	i	i	i	i	3.4	-20.0	i	i	i	i	i
Cc1ccc(C(=O)Nn2cnnc2)cc1[N+](=O)[O-]	i	i	i	i	-1.0	-0.3	i	i	i	i	i
Cc1ccc(/C=C2\Oc3cc(OC(=O)N4CCOCC4)ccc3C2=O)cc1	i	i	i	i	2.9	-0.7	i	i	i	i	i
CCn1c(SCC(=O)Nc2ccccc2C(=O)OC)nnc1-c1cccc(C)c1	i	i	i	i	?	-10.7	i	i	i	i	i
O=C(O)c1nccnc1C(=O)NCc1csc2ccc(Cl)cc12	i	i	i	i	-0.8	1.7	i	i	i	i	i
O=C(O)c1nc(N2CCCC2)ncc1Cl	i	i	i	i	4.5	0.1	i	i	i	i	i
Cc1ccsc1C1CC(=O)OC2=C1C(=O)CC(C)(C)C2 (stereo unspecified)	i	i	i	i	3.5	-2.2	i	i	i	.	i
CN(Cc1cccnc1)C(=O)c1ccc2nc(Cc3ccccc3F)oc2c1	i	i	i	i	8.4	1.5	i	i	i	i	i
COc1ccccc1-c1noc(CSc2nc(N)cc(=O)[nH]2)n1	i	i	i	i	-0.7	-18.4	i	i	i	i	i
COc1ccc(S(=O)(=O)N2CCCCC2)cc1NC(=O)CCNC(=O)c1ccc(Br)cc1	i	i	i	i	-6.5	-2.5	i	i	i	i	i
Cc1occc1C(=O)NN1C(=O)C2C3CCC(O3)C2C1=O (stereo unspecified)	i	i	i	i	-7.6	-0.5	i	i	i	i	i
CCOc1ccc(OCC)c(NC(=O)CCSCCc2ccccn2)c1	i	i	i	i	-5.7	-2.9	i	i	i	i	i
Clc1ccc(C[n+]2cc(-c3ccc(Cl)cc3)n3c2CCC3)cc1	i	i	i	i	13.3	4.0	i	i	i	i	i
O=C(Nc1ccccc1)C1=C[C@H](c2ccc(C(F)(F)F)cc2)C[C@H](OCCCCO)O1	i	i	i	i	-0.3	15.9	i	i	i	i	i
O=S1(=O)N=C(N(CCO)/N=C/c2ccc(Cl)cc2)c2ccccc21	i	i	i	i	-1.7	-8.1	i	i	i	i	i
CC(C)NC(=O)C1CCN(C2CCN(Cc3ccc4cccc(F)c4n3)CC2)CC1	i	i	i	i	3.1	-5.9	i	i	i	i	i
CC1CCC(NC(=O)CN2C(=O)NC(C)(C)C2=O)CC1 (stereo unspecified)	i	i	i	i	3.7	-3.6	i	i	i	i	i
Cn1c(N)c(C(=O)CCl)c(=O)n(C)c1=O	i	i	i	i	-4.1	5.1	i	i	i	i	i
CCOC(=O)CSC1=NC(=O)/C(=C/c2ccc(Br)cc2)S1	i	i	i	i	0.9	16.2	i	i	i	i	i
C/C=C/Cn1c(SC)nc2c1c(=O)[nH]c(=O)n2C	i	i	i	i	-5.1	3.6	i	i	i	i	i
CC(C)CCNC(=O)NC(=O)COC(=O)/C=C/c1cnc2ccccc2n1	i	i	i	i	4.9	0.0	i	i	i	i	i
COc1cccc(-n2nnnc2SCC(=O)NC2CCCCC2)c1	i	i	i	i	-6.8	-0.9	i	i	i	i	i
O=C(Nc1ccc(NC(=O)c2cccs2)cn1)c1ccccc1	i	i	i	i	.	-9.2	i	i	i	i	i
O=C(O)CSCC(=O)Nc1ccccc1	i	i	i	i	3.7	-2.5	i	i	i	i	i
Cc1cc2c(=O)oc(-c3ccccc3Br)nc2s1	.	i	i	.	.	-9.9	.	i	.	i	i
O=C(O)c1cccc(NC(=O)c2cccc(S(=O)(=O)Nc3cccc([N+](=O)[O-])c3)c2)c1	i	i	i	i	2.9	3.2	i	i	i	i	i
O=C(NCCc1ccccc1)C1CCN(c2nc3ccccc3o2)CC1	i	i	i	i	-3.7	-7.1	i	i	i	i	i
CN1CCN(c2nc(-c3ccc(Cl)cc3)cc(=O)[nH]2)CC1	i	i	i	i	2.2	3.3	i	i	i	i	i
Cc1ccc(C(O)c2ccncc2)cc1 (stereo unspecified)	i	i	i	i	-5.5	-3.0	i	i	i	i	i
CCn1c(SCC(=O)NC(C)(C)C)nnc1-c1ccncc1	i	i	i	i	-2.3	-2.6	i	i	i	i	i
COc1ccc(NC2=CC(c3ccc(OC)cc3)N(c3ccc(OC)cc3)C2=O)cc1 (stereo unspecified)	i	i	i	i	10.2	-8.4	i	i	i	i	i
C/C(=N/NC(=O)CN1CCN(Cc2ccccc2Cl)CC1)c1cccnc1	i	i	i	i	-0.4	-2.4	i	i	i	i	i
COC(=O)C1SCC2C(=O)N(Cc3ccc(Cl)c(Cl)c3)CC(=O)N21 (stereo unspecified)	i	i	i	i	-1.7	9.0	i	i	i	i	i
CC1CCN(c2ccc(NC(=O)c3ccc(Br)o3)cc2)CC1	i	i	i	i	0.1	18.8	i	i	i	i	i
Nn1cnnc1SCC(=O)Nc1ccc2c(c1)OCCO2	i	i	i	i	-2.5	-1.8	i	i	i	.	i
CCCOc1ccc(/C=C2\SC(=S)N(CC3CCCO3)C2=O)cc1 (stereo unspecified)	i	i	i	i	-1.2	9.7	i	i	i	i	i
CC(C)CNC(=S)Nc1ccc(F)cc1	i	i	i	i	0.6	1.6	i	i	i	i	i
O=C(CCc1c[nH]c2ccccc12)NCc1ccc2c(c1)OCO2	i	i	i	i	-6.7	-7.1	i	i	i	i	i
COC(=O)C1=C(SC)N(c2ccc(OC)cc2)C(c2ccccc2)CC1=O (stereo unspecified)	i	i	i	i	7.3	-5.5	i	i	i	i	i
CCCC(=O)c1cc2c(cc1NC(=O)CC)OCCO2	i	i	i	i	3.2	-15.4	i	i	i	i	i
COc1ccc(OCc2cc(-c3ccc(Cl)cc3)no2)cc1	i	i	i	i	2.3	4.0	i	i	i	i	i
Cc1ccccc1OCCC(=O)OCC(=O)NC(=O)c1ccccc1	i	i	i	i	.	-3.4	i	i	i	i	i
CC(=O)Nc1cccc(NC(=S)Nc2cccc3ccccc23)c1	i	i	i	i	.	9.0	i	i	i	i	i
Cc1occc1-c1nnc(SCC(=O)N2CC(=O)Nc3ccccc32)n1CC(C)C	i	i	i	i	10.0	4.1	i	i	i	i	i
Cc1nn(-c2ccccc2)c(C)c1NC(=O)COc1ccc(C#N)cc1	i	i	i	i	-6.4	1.6	i	i	i	i	i
CC1(C)Cc2c(sc(NC(=O)C(=O)N3CCCCC3)c2C(N)=O)CO1	i	i	i	i	2.0	1.0	i	i	i	i	i
O=C(NN1CCOCC1)C12CC3CC(CC(C3)C1)C2	i	i	i	i	0.8	-2.2	i	i	i	i	i
O=C(c1ccc(CNS(=O)(=O)c2ccccc2)cc1)N1CCN(Cc2ccccc2)CC1	i	i	i	i	-4.7	10.5	25*	i	i	i	i
COc1ccc(N(C)C(=O)C2CCCN2S(=O)(=O)c2cccc3nsnc23)cc1 (stereo unspecified)	i	i	i	i	2.6	41.6	i	i	i	i	i
COc1ccccc1CC(=O)N1CCN(c2cccc(Cl)c2)CC1	i	i	i	i	0.7	-1.5	i	i	i	i	i

(continued)
SMILES	MrgX1 agonist	TRPC6 activator	TRPC6 inhibitor	MrgX1 antag	HDAC3 inh	SKKanGAS inh	TMEM16A inh	RGS4 pot	MrgX1 allo act	ANO1 activ	RGS4 block
C=CCC(O)c1c(-c2ccccc2)nn(C)c1Cl (stereo unspecified)	i	i	i	i	4.5	0.3	i	i	i	i	i
Cc1cccc(-n2c(=O)c3c4c(sc3n3c(=S)[nH]nc23)CCC4)c1	.	i	i	.	.	11.5	.	i	.	i	i
C/C(=N\NC(=O)Cn1ccc(C(F)(F)F)n1)c1ccco1	i	i	i	i	8.0	8.2	i	i	i	i	i
CC(=O)Nc1nc(C(=O)Nc2c(C)n[nH]c2C)cs1	i	i	i	i	-2.4	-5.3	i	i	i	i	i
Cc1c(OCC(=O)NCC(O)c2ccccc2)ccc2c(-c3ccccc3)cc(=O)oc12 (stereo unspecified)	i	i	i	i	-0.5	6.7	i	i	i	i	i
Cc1ccc2nc(CCc3nc4ccc(C)cc4[nH]3)[nH]c2c1	i	i	i	i	0.1	12.5	i	i	i	i	i
COc1ccc(/C=C(/C(=O)Nc2ccccc2C(=O)NC(C)C)c2ccccc2)cc1	i	i	i	i	6.9	39.4	i	i	i	i	i
Cc1nc(Nc2ccncc2)c2oc3ccccc3c2n1	i	i	-6.43*	i	4.4	-5.7	i	i	i	i	i
CCCN(CCO)Cc1cccc(Cl)c1	i	i	i	i	-1.2	-11.6	i	i	i	i	i
O=C(NCc1ccco1)/C(=C/c1ccc(F)cc1)NC(=O)c1ccccc1	i	i	i	i	-3.5	-11.0	i	i	i	i	i
O=C(Oc1ccccc1C(=S)N1CCOCC1)c1ccccc1	i	i	i	i	-0.9	0.2	i	i	i	i	i
COc1ccccc1C1CC(c2ccc(Cl)cc2)Nc2nc(N)nn21 (stereo unspecified)	i	i	i	i	0.9	0.3	i	i	i	i	i
O=C(COC(=O)c1ccccc1Nc1ccccc1F)c1ccccc1	i	i	i	i	3.4	17.9	i	i	i	i	i
O=C(Cc1ccccc1)N[C@H](c1ccccc1)P(=O)(O)CO	i	i	i	i	2.0	-0.7	i	i	i	i	i
CCOc1cc(-c2nc(C)c(C(C)=O)n2O)ccc1OCC(=O)Nc1ccc(F)cc1	i	i	i	i	2.8	25.9	i	i	i	i	i
Cc1ccc(C)c2[nH]c(=O)c(CCNC(=O)c3ccc(S(=O)(=O)N(C)C)cc3)cc12	i	i	i	i	-10.2	2.4	i	i	i	i	i

Bioassay records: PubChem, several laboratories
